Source: PubChem BioAssay
GSIS activator – GLuc luminescence reporter in INS-1E cells, primary screen for activators of glucose-dependent secretion of insulin. activation, % at 16.6 µM. INS-1E GLuc reporter insulin secretion, 2-3 h. 370,000 tested, 0.61% active;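 active = lowest replicate activation of at least 40%, so every replicate reaches that level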;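 note: 0% = median of neutral control wells and 100% = median of IBMX positive control wells; some compounds called inactive have numbers as strong as hits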
EWS-Fli inh – EWS/Fli-driven NR0B1 reporter inhibitors, primary screen, A673 cells, NR0B1 luciferase, luminescence, MLPCN library. viability-normalised. inhibition, % at 12.6 µM. 350,000 tested, 0.67% active. AID 651661, 2012;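 active = mean inhibition of at least 50% after viability correction, with every replicate also passing that limit; inconclusive = mean reaches 50% but only one of two replicates passes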;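 note: firefly luciferase signal divided by Alamar Blue viability fluorescence both relative to DMSO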
ARNT TACC3 PPI – disruptors of ARNT/TACC3 protein interaction, primary screen, biochemical, AlphaScreen, single concentration | Transforming acidic coiled-coil-containing protein 3 (Homo sapiens), Q9Y6A5 | 390,000 tested, 0.66% active | inhibition, % at 9.99 µM | AlphaScreen His-ARNT PAS-B/GST-TACC3 binding, luminescence; TACC3 fragment carries E629A point mutation;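 active = mean inhibition of replicates at least 50% and at least half of replicates each reaching 50%; inconclusive = half or more replicates reach 50% but mean below 50%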;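 note: 0% = complete ARNT plus TACC3 wells and 100% = ARNT alone without TACC3; many hits fall short of the cut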
DENV2 CPE rescue – inhibitors of DENV2 cytopathic effect, primary screen, cell-based, plate reader, single concentration. DENV2-infected cells, cytopathic effect rescue. AID 651640, 2012. 350,000 tested, 1.7% active. CPE inhibition, % at 9.99 µM; in the data active = CPE inhibition above about 20%, passing the limit was not always enough; inconclusive = no clear call, values can overlap the other calls; tested in BHK-21 cells;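 note: 0% = median of neutral control wells and 100% = median of positive control wells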
Xi reactivation – activators of inactive X chromosome reactivation, primary screen, imaging, XiGFP fibroblasts, GFP high-content imaging, set 2 | XiGFP mouse fibroblasts, % GFP-positive cells imaging, 3 d; cells co-treated with 5-aza-dC sensitizer; scaled so ellipticine positive control = 100% | activation, % at 7.58 µM | 360,000 tested, 0.055% active | AID 743238, 2013;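 active = mean normalized replicate activation at least 10% and every replicate at or above 10%; inconclusive = only one of the two criteria met; inactive = mean below 10% and not all replicates reach 10%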;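 note: 0% = median of on-plate neutral control wells and 100% = ellipticine 6 µM median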
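Material: SV40-immortalized XiGFP fibroblast cells, line 68-5-11 | Buffer or medium: DMEM containing 5-aza-dC | Dosing: One concentration, pinned | Times: 3 d treatment, 15 min room-temperature fixation | Controls: Ellipticine 6 µM positive control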
PAX8 reporter – inhibitors of PAX8-driven TPO luciferase reporter, primary screen, RMG-I cells, single concentration. 360,000 tested, 1.2% active. inhibition, % at 12.6 µM. SteadyGlo, 24 h. AID 652154, 2013;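 active = mean replicate inhibition at least 60% with every replicate also reaching 60%; inconclusive = only one of the two criteria is met; inactive = mean below 60% and not all replicates reaching 60%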;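 note: luciferase light reporting Pax8 driven TPO promoter activity; plate controls were median of neutral control wells for no effect and mitoxantrone controls for full effect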
ERp5 block – inhibitors of ERp5-driven insulin aggregation, primary screen, biochemical, turbidity, absorbance 650 nm, single point | 90 min | inhibition, % at 9.99 µM | 350,000 tested, 0.05% active;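 active = mean replicate inhibition above about 25%, with every replicate also reaching it, limit read from the data, passing the limit was not always enough; inconclusive = only one of those two criteria met; inactive = neither criterion met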
Target sequence (Q15084 whole entry, looked up): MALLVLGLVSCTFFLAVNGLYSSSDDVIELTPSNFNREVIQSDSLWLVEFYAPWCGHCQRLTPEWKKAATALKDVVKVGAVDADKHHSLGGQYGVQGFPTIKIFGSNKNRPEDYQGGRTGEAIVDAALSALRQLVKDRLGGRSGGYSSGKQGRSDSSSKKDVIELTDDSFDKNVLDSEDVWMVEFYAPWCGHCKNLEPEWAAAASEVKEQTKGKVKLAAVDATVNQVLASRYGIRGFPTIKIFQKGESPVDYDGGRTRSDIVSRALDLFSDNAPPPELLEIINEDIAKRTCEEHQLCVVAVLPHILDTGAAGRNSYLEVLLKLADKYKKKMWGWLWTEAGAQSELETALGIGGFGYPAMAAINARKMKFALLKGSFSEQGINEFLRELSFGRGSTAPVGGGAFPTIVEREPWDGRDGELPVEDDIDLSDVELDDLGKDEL
F508del corr – F508del CFTR correction, initial screen, CFBE line, single point | CFBE cells, YFP halide quenching; stimulated with forskolin plus potentiator P3; % fluorescence drop versus neutral controls | activity (quench increase), % at 7.58 µM | 350,000 tested, 0.36% active;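 active = mean added fluorescence quench of at least 8% versus neutral control, with both replicates also reaching 8%; inconclusive = only one of the mean or replicate conditions met; inactive = mean below 8% and not both replicates reaching 8%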;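 note: cells transiently co-express mutant CFTR-F508del with the halide-sensitive YFP; corrector assay measuring rescue of mutant channel to the surface after 24 h compound exposure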
* hit, by the source's call; u = inconclusive; x = not tested or not shown; & = joins results of further samples.

SMILES	EWS-Fli inh	GSIS activator	F508del corr	Xi reactivation	ARNT TACC3 PPI	DENV2 CPE rescue	ERp5 block	PAX8 reporter
COC(=O)c1ccc(/C=C/c2c(-c3ccc(OC)cc3)sc3ccccc23)cc1	-1	0	1.6	0.1	-1	x	-8	4
CCC(C)NC(=O)C1CCN(S(=O)(=O)c2cc([N+](=O)[O-])ccc2Cl)CC1 (stereo not drawn)	2	10	-3.5	0.1	35	x	-7	18
C[C@@H]1CN([C@@H](C)CO)C(=O)c2cc(C#Cc3ccccc3F)cnc2O[C@@H]1CN(C)C(=O)C1CC1	-17	2	-0.4	-1.0	-5	-8	-4	x
C[C@H](CO)N1C[C@H](C)[C@@H](CN(C)C(=O)Nc2ccc(F)cc2)Oc2ccc(NC(=O)NC3CCCCC3)cc2C1=O	-1	-9	0.9	-1.4	-2	-3	3	-11
Cc1ccc(S(=O)(=O)CCC(=O)Nc2nc(-c3cccnc3)cs2)cc1	10	3	-2.1	-0.1	x	2	-2	-1
CC(C)NC(=O)Nc1ccc2c(c1)CC(=O)N([C@@H](C)CO)C[C@H](C)[C@@H](CN(C)Cc1ccc(C(=O)Nc3ccccc3N)cc1)O2	32	21	-0.2	-1.1	x	1	-6	x
CN1[C@@H]2Cn3c(ccc(-c4cccc(F)c4)c3=O)[C@H]1[C@@H](C(=O)N1CCCCC1)[C@@H]2CO	-6	8	-0.2	-0.1	-7	3	3	-14
COc1ccc2c(C(=O)c3ccc(C)cc3)n(CCCC(N)=O)[n+]([O-])c2c1	0	3	-0.2	-0.1	-2	-15	5	14
COc1ccccc1C(=O)Nc1cccc(NC(=O)c2ccccc2C)c1	-9	0	-0.1	0.0	-1	-1	2	-19
COc1ccc(NS(=O)(=O)c2ccc(NC(=S)NC(=O)c3cccnc3)cc2)nn1	1	20	2.3	0.2	x	1	-1	5
CCN(C(=O)COC(=O)c1ccc(C)c(S(=O)(=O)N2CCOCC2)c1)C1CCS(=O)(=O)C1 (stereo not drawn)	-2	6	0.9	0.0	2	-4	-2	x
O=C(C1CCCN(CCCc2ccccc2)C1)N1CCCCC1 (stereo not drawn)	x	15	x	0.1	-10	x	x	-11
O=C(C[C@H]1CC[C@@H]2[C@H](COC[C@@H](O)CN2S(=O)(=O)c2cccc(Cl)c2)O1)NCCCN1CCOCC1	x	11	2.9	0.6	6	1	x	x
CCCC(=O)Nc1nc2ccc(OC)cc2s1	-92	x	0.7	0.2	1	-8	1	-201
CCCOc1ccc(N2C(=O)CC(NCCNc3ccc([N+](=O)[O-])cn3)C2=O)cc1 (stereo not drawn)	6	-6	2.7	-0.2	-7	12	1	30
O=S(=O)(c1ccc(F)cc1)N1CCCCN2[C@H](CO)[C@H](c3ccc(-c4ccccc4F)cc3)[C@H]2C1	0	x	-1.6	x	5	x	1	-7
CSC1=NCCN1C(=O)c1c(-c2c(F)cccc2Cl)noc1C	5	-4	1.7	0.0	-1	2	3	-3
COc1cc(NC(=O)CCc2c(C)noc2C)c(Cl)cc1C(=O)O	0	12	-2.1	0.2	-8	2	-6	x
CCN(CC)S(=O)(=O)c1cccc(C(=O)N[C@H](C(=O)Nc2nc3ccccc3s2)C(C)C)c1	-26	-6	-1.1	0.1	-1	-5	3	24
Cc1c(C(=O)NCc2ccc3c(c2)OCCO3)sc(=O)n1Cc1ccccc1C#N	5	11	-1.3	0.1	x	6	0	15
Cc1cccc(N2CCN(c3nc4ccc(Cl)cc4n4cnnc34)CC2)c1C	6	x	2.5	-0.1	-12	-11	-4	13
CCN(CCCNC(=O)C1c2ccccc2C(=O)N(CCOC)C1c1ccc(F)cc1)Cc1ccccc1 (stereo not drawn)	10	-9	3.4	0.0	6	4	0	-30
CCC1=C(OC(=O)N(CC)CC)N2C(=O)OC(=NCCc3c[nH]c4ccccc34)[C@]2(Cc2ccccc2)[C@H]2C1=CC[C@H]1C(=O)NC(=O)[C@H]12	-2	-16	1.6	0.1	0	-5	6	16
c1ccc(COc2ccc(-c3cc4nc(NCCOc5ccccc5)ccn4n3)cc2)cc1	-9	x	5.0	0.2	x	-1	-1	-11
CCC1([N+](=O)[O-])COC(c2ccc(C(C)C)cc2)OC1 (stereo not drawn)	-73	-5	1.6	0.0	-15	-1	11	-145
COc1ccc(S(=O)(=O)N(C)C)cc1NCC(=O)Nc1cccc(C#N)c1	4	6	1.9	0.0	-8	-2	-2	13
CCOc1cc(C(=O)N2CCN(c3ccc(C(C)=O)cc3)CC2)cc(OCC)c1OCC	5	-44	-1.9	x	-4	-2	7	x
CN(C(=O)CCc1nnc(CCCCc2ccccc2)o1)C1CC(C)(C)NC(C)(C)C1	0	-18	-0.8	0.2	-8	-4	-8	-5
Cc1c(Br)cccc1NC(=O)C1(C)CCN1CCc1ccccc1 (stereo not drawn)	-18	85	1.2	0.5	x	-1	1	5
O=C1c2ccccc2[C@@H]2C[C@H](NC34CC5CC(CC(C5)C3)C4)[C@@H](O)CCN12	-12	-14	-0.3	0.4	4	-4	0	-24
CSc1ccc(CCNC(=O)c2nn(C)c3c2CS(=O)(=O)c2ccccc2-3)cc1	x	7	-0.8	0.1	-1	3	5	2
Cc1cc(=O)oc2c(C)c(OCC(=O)N3CC[C@@]4(O)CCCC[C@H]4C3)ccc12	5	7	1.1	x	7	15	10	x
C[C@H]1CN([C@@H](C)CO)C(=O)c2cccc(NC(=O)CCCCCC(=O)Nc3ccccc3N)c2O[C@@H]1CN(C)C(=O)Nc1ccccc1	x	-3	-1.0	-1.0	x	-5	6	-16
Cc1noc(C)c1NC(=O)Nc1cccc2c1O[C@H](CN(C)C(=O)Nc1ccc3c(c1)OCO3)[C@@H](C)CN([C@H](C)CO)C2=O	-12&-2	0	-4.1&-0.2	-0.6&0.0	1	1&10	-4	-1&2
Cc1ccc(C(=O)Nc2cccc(C(=O)NC3CCCC3)c2)cc1	-35	-19	2.3	0.1	-6	5	2	-1
O=C(CCCC(=O)c1ccccc1)NCc1ccccc1	12	40*	-4.1	0.3	-11	3	0	1
Cc1cc(CSc2ccc(Cl)cc2)ccc1N	13	-9	2.0	0.0	-1	-10	-1	-40
COc1cc(C(c2c(C)[nH][nH]c2=O)c2c(C)[nH][nH]c2=O)cc(Br)c1OC	8	x	x	-0.2	4	8	4	-15
C[C@@H]1CN([C@H](C)CO)C(=O)c2cccc(NC(=O)Nc3ccc4c(c3)OCO4)c2O[C@@H]1CN(C)C	8	13	0.5	0.4	-10	-9	-8	-13
O=C(O)c1cc([N+](=O)[O-])c(Nc2cccc3ccccc23)c([N+](=O)[O-])c1	-37	-14	-0.7	0.0	0	-10	-1	26
COCC(=O)Nc1ccc2c(c1)[C@@H]1C[C@@H](CC(=O)N3CCCCC3)O[C@H](CO)[C@@H]1O2	3	-1	1.2	0.0	-5	1	x	-1
O=C(C[C@H]1CC[C@H]2[C@@H](COC[C@H](O)CN2C(=O)Nc2cc(Cl)cc(Cl)c2)O1)N1CCCCC1	2	-20	0.9	0.1	12	-9	-9	-5
COCc1c(C#N)c(NCc2cc(OC)c(OC)c(OC)c2)nc(C)c1[N+](=O)[O-]	31	x	-1.2	0.0	4	-6	0	-1
Cc1cc(NC(=O)CO/N=C/c2ccc3c(c2)OCO3)ccc1Br	1	-10	0.1	0.1	-2	0	6	16
CC(CO)(CO)NCc1ccc(-c2ccccc2)cc1	x	4	x	-0.1	-13	x	x	-17
CNC[C@H]1Oc2ccc(NC(=O)Nc3cccc4ccccc34)cc2CC(=O)N([C@H](C)CO)C[C@@H]1C	10	-3	-0.3	-0.7	-1	-3	1	-6
Cc1noc(C)c1NC(=O)Nc1ccc2c(c1)C(=O)N(C)[C@@H]1CC[C@@H](CC(=O)NCc3ccc(Cl)cc3)O[C@@H]1CO2	-6	-17	x	0.1	-4	u	2	-5
O=C1CC2C(=O)NCCN2C(=NC(=O)c2ccccc2)N1 (stereo not drawn)	8	-1	-0.7	0.0	-9	2	1	3
O=C(NCc1cccnc1)c1ccccc1CCc1ccccc1	7	19	1.9	-0.2	11	u	5	-2
CC(NC(=O)Cn1nc(-c2ccccc2)ccc1=O)c1ccccc1 (stereo not drawn)	-3	0	-0.1	0.2	-2	0	4	-9
COc1ccc(CC(=O)NCC2COc3ccccc3O2)cc1 (stereo not drawn)	-1	2	0.1	0.3	-6	-5	-4	-20
O=C(COc1ccc(Cl)cc1)NCc1nnc(SCC(=O)N2CCCCCC2)o1	18	-1	-1.1	0.3	x	-6	-4	0
CCCCCC(=O)N1C[C@H](O)[C@@H](n2cc(C3CC3)nn2)C[C@@H]1c1ccc(Cl)cc1	-12	-7	1.8	0.3	x	-10	3	-12
CCn1c(SCC(=O)N2CCN(c3ccccc3)CC2)nnc1-c1c[nH]c2ccccc12	22	-6	1.6	0.4	6	0	7	21
CC(c1nnc(SCC(=O)Nc2cccnc2Cl)n1Cc1ccccc1)N(C)C (stereo not drawn)	8	9	x	0.1	-2	-4	3	15
CCn1ccnc1CNC(=O)CC1C(=O)NCCN1CC(c1ccccc1)c1ccccc1 (stereo not drawn)	2	-8	0.1	0.1	5	-12	0	5
CN(C)C(=O)c1ccc(-c2ccc([C@@H]3[C@@H](C#N)N(C(=O)C4CC4)[C@H]3CO)cc2)cc1	2	-3	-0.9	0.2	40	-4	7	-11
CC(=O)N1[C@H](C(=O)N(C)C)[C@@H](CO)[C@@H]2Cn3c(ccc(-c4ccccc4)c3=O)[C@@H]21	0	9	2.7	0.0	-9	-12	5	17
Cc1ccc(N2C(=O)CC(N3CCN(c4ccccn4)CC3)C2=O)cc1 (stereo not drawn)	11	-1	x	0.4	-4	-1	-1	7
CCc1c(C)nc(SCC(=O)Nc2ccc3c(c2)OCCO3)[nH]c1=O	-19	-12	-2.6	0.0	4	-10	-4	-11
CC(Sc1nnc(C2CC2)n1C)C(=O)Nc1ccc2c(c1)CCC2 (stereo not drawn)	-1	0	0.5	0.0	x	-1	7	-13
C[C@@H]1CN([C@H](C)CO)C(=O)c2cccc(NC(=O)c3cnccn3)c2O[C@@H]1CN(C)Cc1ccc(C(=O)Nc2ccccc2N)cc1	u	16	3.2	3.3	3	7	-4	x
COc1ccc(NC(=O)Nc2ccc3c(c2)C(=O)N([C@@H](C)CO)C[C@H](C)[C@@H](CN(C)Cc2ccc(-c4ccccc4)cc2)O3)cc1	-6	2	0.5	0.1	20	7	-2	x
